# Compound activity from PubChem BioAssay.
# N370S GC mod: qHTS Assay for Inhibitors and Activators of N370S glucocerebrosidase as a Potential Chaperone Treatment of Gaucher Disease. N370S GC spleen homogenate, 4MU-glucoside fluorescence. Potency, µM (top dose mostly 59.4 µM), without a hit: at the highest dose activity change, negative = inhibition, usual class: inhibitors. hit rate 0.092% among 330,000. AID 2101, 2009;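 note: 0% = full enzyme activity and -100% = no enzyme basal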
# TDP1 inh: qHTS Assay for Inhibitors of Tyrosyl-DNA Phosphodiesterase (TDP1). hit rate 0.28% among 350,000. Tyrosyl-DNA phosphodiesterase 1 (Homo sapiens), Q9NUW8. AID 485290, 2010. Potency, µM (series often up to 130 µM), inactives show at the highest dose activity change, negative = inhibition, actives largely listed as inhibitors. recombinant TDP1, AlphaScreen DNA substrate cleavage; note: nearly all actives have a fitted effect of over 40% in size
# Target sequence (Q9NUW8 whole entry, looked up): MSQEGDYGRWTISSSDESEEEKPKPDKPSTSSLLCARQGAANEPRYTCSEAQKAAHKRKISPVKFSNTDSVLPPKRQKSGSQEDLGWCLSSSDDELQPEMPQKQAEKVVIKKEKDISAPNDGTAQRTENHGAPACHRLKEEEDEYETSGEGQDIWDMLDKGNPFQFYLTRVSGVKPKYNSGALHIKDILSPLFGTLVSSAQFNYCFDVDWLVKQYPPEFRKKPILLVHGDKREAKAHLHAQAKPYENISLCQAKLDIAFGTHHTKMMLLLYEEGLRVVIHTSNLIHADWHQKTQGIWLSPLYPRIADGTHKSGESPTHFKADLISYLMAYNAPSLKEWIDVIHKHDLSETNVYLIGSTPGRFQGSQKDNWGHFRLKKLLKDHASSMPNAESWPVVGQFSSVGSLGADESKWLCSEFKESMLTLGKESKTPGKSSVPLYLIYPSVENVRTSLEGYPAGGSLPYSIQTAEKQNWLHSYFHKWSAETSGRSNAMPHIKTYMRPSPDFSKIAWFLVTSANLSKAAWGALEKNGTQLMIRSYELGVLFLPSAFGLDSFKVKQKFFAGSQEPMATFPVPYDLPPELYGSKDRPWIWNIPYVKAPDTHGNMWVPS
#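 Compounds were preincubated with Tdp1 (1 nM final) for 15 min at room temperature before substrate (15 nM final) started a 5 min reaction; beads (10 ug/ml final) were then added for 10 min before AlphaScreen detection.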
# TDP1 cell noCPT: qHTS for Inhibitors of human tyrosyl-DNA phosphodiesterase 1 (TDP1): qHTS in cells in absence of CPT; AID 686978, 2013; hit rate 15% among 420,000; Potency, µM (top dose mostly 46.2 µM), for inactives: top-dose activity change, negative = growth inhibition, actives largely listed as inhibitors; DT40 Tdp1-/- hTDP1 cells, no CPT, ATP luminescence, 48 h; note: nearly all actives have a fitted effect of over 55% in size
#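 Chicken DT40 Tdp1-/- cells stably complemented with human TDP1 were seeded at 400 cells/well with DMSO in place of 20 nM camptothecin. After compound pinning, cells grew at least 48 hr at 37 °C; viability read by CellTiter-Glo luminescence.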
# * marks the source's active call; other numbers are inactive results; ? = inconclusive; · = no result given; & = joins results of further samples; [ ] = dose if it differs, or a comment. Calls come from the whole dose curve; as a rule, active = well fitted curve in the direction sought with a large enough effect; inconclusive = small, poorly fitted or top-dose-only effect, or another doubt; inactive = no such curve, though single readings can be large; an effect the other way counts as inactive or inconclusive. Unless noted, % is set by controls: 0 for no effect and ±100 for the full control effect; potency is the fitted concentration of half-maximal effect. An excerpt. The share of hits here may be higher or lower than overall.
# Sequence of screens – N370S GC mod	TDP1 inh	TDP1 cell noCPT
- CC(C)Oc1ccc(C(=O)OCC(=O)c2ccc[nH]2)cc1
→ ·	1.8%	6.9%
- O=C(NN=C1C2CC3CC(C2)CC1C3)c1ccncc1
→ 6.8%	2.0%	-2.6%
- CCCCOC(=O)c1c(C)oc2ccc(NS(=O)(=O)c3ccc4c5c(cccc35)C(=O)N4)cc12
→ -1.3%	-5.1%	18.4µM*
- O=C(CN1CCN(S(=O)(=O)N2CCCCCC2)CC1)Nc1ccc(F)cc1
→ -6.0%	13.5%	-17.8%
- CCn1nnc(NC(=O)c2cc(Cl)c(OC)c(Cl)c2)n1
→ -12.0%	0.0%	-21.1%
- Cc1sc2ncnc(Sc3nnnn3-c3ccccc3)c2c1C
→ ?	-5.2%	7.08µM*
- Cc1[nH]c2c(C)cccc2c(=O)c1CN1CCCCCC1
→ -8.4%	·	-13.0%
- CCOC(=O)N1CCN(C(=O)CSc2nnc(CNC(=O)c3ccccc3F)o2)CC1
→ 7.8%	3.9%	-23.7%
- Cn1c(=O)c(-c2ccccc2)nc2cnc(N3CCOCC3)nc21
→ 19.9%	·	-24.6%
- COC(=O)[C@H]1C[C@@H]1[C@H](N)c1ccccc1
→ -2.7%&-6.6%	7.9%	-1.8%
- Cc1csc(SC(C)C(=O)Nc2ccc3c(c2)OCCO3)n1 (stereo not given)
→ 4.0%	0.0%	-25.7%
- CN1/C(=C\C(=O)C[n+]2cccc(C(N)=O)c2)C(C)(C)c2ccccc21
→ -10.9%	5.1%	-15.1%
- O=C(Nc1cccc(F)c1)N1CC=C(n2c(=O)[nH]c3ccccc32)CC1
→ 2.9%	-1.6%[56.1 µM]	?
- CCOC(=O)[C@H]1[C@H]2COc3ccccc3[C@@H]2N2C(=O)c3ccc(C)cc3NC(=O)[C@@]12C
→ 21.0%	-0.4%	?
- CC(C)CCN1CCN(Cc2nc3c(s2)CCCC3)CC1CCO (stereo not given)
→ 2.0%	0.0%	?
- COc1ccc(OC)c(CNC(=O)C2CCN(S(C)(=O)=O)CC2)c1
→ 2.9%	2.3%	0.1%
- CCCc1nc(SC)ncc1C(=O)N1CCN(c2ccc(Cl)cc2)CC1
→ ·	1.2%	23.1µM*
- CCCNS(=O)(=O)c1ccc(-n2cnnn2)c(OC)c1
→ -6.5%	8.3%	16.3%
- COc1ccc2nc(SCC(N)=O)cc(C)c2c1
→ -1.3%	7.4%	-1.8%
- COc1ccc(-n2c3c(cc(C(=O)NNc4ccccc4)c2=O)C(=O)CC(C)(C)C3)cc1
→ 4.8%	0.0%	-17.6%
- CCC(C(=O)NCc1cccc(C)c1)n1nc(C)c2c(C)n(-c3ccccc3)nc2c1=O (stereo not given)
→ 0.4%	4.4%	?
- Cc1ccc(-c2ccc(C(=O)NCc3ccccc3)o2)c2ccccc12
→ 26.2%	1.3%	?
- Cc1cc2c(=O)n(Cc3ccco3)c(SCC(=O)N3CCCc4ccccc43)nc2s1
→ 2.7%	6.5%	?
- CCCCC1CCC(C(=O)NC2CCS(=O)(=O)C2)CC1 (stereo not given)
→ -23.5%	5.0%	-13.3%
- COc1cccc(C2CC(c3cccc(NS(C)(=O)=O)c3)=NN2C(=O)c2ccccc2)c1OC (stereo not given)
→ -11.3%	2.7%	20.6µM*
- O=C(O)c1cnn(-c2nc(-c3cccc([N+](=O)[O-])c3)cs2)c1C(F)(F)F
→ -0.3%	·	33.6%[activator]
- COC(=O)c1ccccc1NC(=O)CSc1ccc(C)cc1
→ 16.4%	-12.3%[56.1 µM]	1.3%
- CCCc1[nH]n(-c2ccc(F)cc2)c(=O)c1C=NCC1CCCO1 (stereo not given)
→ 1.7%	·	-0.3%
- CCN(CC)c1ccc(NC(=O)c2cnn(-c3ccccc3)c2-n2cccc2)c(C)c1
→ ·	0.0%	10.3µM*
- COc1ccc(OC)c(NC(=O)NC2CCCc3ccccc32)c1 (stereo not given)
→ 0.2%	5.1%	0.5%
- CCOc1ccc(/C=N/NC(=O)c2cc3c(OC)cc(OC)c(OC)c3[nH]2)cc1
→ -15.9%	·	?
- C=CCNC(=O)NC(=O)Cn1c(=O)c2c(ncn2CC)n(Cc2ccccc2)c1=O
→ -2.0%	·	-19.0%
- CCCCCCCCCC(=O)NC(CN1CCOCC1)[C@H](O)c1ccccc1 (stereo not given in full)
→ ?	-10.4%[56.1 µM]	·
- CCOC(=O)C1CCN(S(=O)(=O)c2ccc3c4c(cccc24)C(=O)N3CC)CC1
→ ·	-8.4%	-7.5%
- Cc1nnc(NC(=O)CSc2nnnn2Cc2ccccc2)s1
→ -4.8%	0.0%	4.1%
- CCOC(=O)Cc1csc(NC(=O)c2ccc(Cl)s2)n1
→ -13.0%	·	?
- Cc1n[nH]c(C)c1S(=O)(=O)N(CC(=O)NC1CCCC1)c1ccc(C(C)C)cc1
→ -3.0%	6.1%	?
- CCc1nnc(NC(=O)CN2CCN(c3ccccc3OC)CC2)s1
→ -4.8%	3.9%	-13.8%
- Cc1cc(C)cc(NC(=O)N2CCNC(=O)C2CC(=O)Nc2cc(Cl)ccc2Cl)c1 (stereo not given)
→ -8.1%	7.0%	?
- Cc1cccc([C@H]2[C@@H]3C=CC(C)C[C@@H]3C(=O)N2Cc2ccccc2)c1 (stereo not given in full)
→ 8.0%[89.1 µM]	4.1%	·
- CCN(Cc1ccc(NC(C)=O)cc1)CC1CCCN(CCc2cccc(F)c2)C1 (stereo not given)
→ -2.9%	·	?
- COc1cccc(CN(C)CC(=O)NCc2ccccc2Cl)c1
→ 6.3%	2.7%	-3.3%
- CCCCNC(=O)NS(=O)(=O)c1ccc(NC(=O)CCC(=O)c2cccs2)cc1
→ -2.3%	·	4.5%
- COc1ccc(NC(=O)CN(C)C(=O)c2cc3c(s2)CCCCC3)cc1
→ 3.8%	5.1%	?
- COC(=O)CN(c1cc([N+](=O)[O-])ccc1OC)S(C)(=O)=O
→ -17.2%	·	-7.2%
- C/C(=N\NC(=O)c1ccncc1)c1cccnc1
→ 0.9%	2.1%[56.1 µM]	5.2%
- CCOc1ccc(-n2cc(-c3ccccc3)c3c(NCCc4ccccc4)ncnc32)cc1
→ ·	2.6%	23.1µM*
- CSc1ccc(/C=C(\NC(=O)c2ccccc2)C(=O)NN)cc1
→ 2.0%	·	-11.4%
- S=c1[nH]nc(COc2cccc3ccccc23)n1Cc1ccccc1
→ -13.4%	·	-17.2%
- CCOc1ccc(S(=O)(=O)Nc2ccc(C(=O)N3CCC3)cc2)cc1
→ -3.5%	·	?
- COc1ccc(-n2cnc3cc(NS(=O)(=O)c4ccc(C)cc4)ccc32)cc1
→ -17.9%	3.9%	·
- CCCn1c2ccc(C)cc2c2n[nH]c(=S)nc21
→ 1.9%	·	14.6µM*
- O=C(CSc1ccc([N+](=O)[O-])cc1)Nc1ccccc1N1CCOCC1
→ ·	2.7%	20.6µM*
- Cc1cc(=O)oc2cc(OCC(=O)NCc3ccncc3)ccc12
→ -12.5%	1.0%	-13.5%
- CC(C)OC(=O)CC(=O)CSc1nc2c(cc1C#N)CCC2
→ 5.0%	5.3%	8.2µM*
- COc1ccc(-c2cc(COc3ccccc3)on2)cc1
→ 19.7%	·	?
- Cc1cccc(C(=O)c2ccccc2C(=O)O)c1O
→ 2.7%	0.5%	-24.8%
- CN(C)C(=O)CCc1ccc2c3c([nH]c2c1)[C@]1(C)[C@@H](C(=O)N2CCOCC2)C[C@H](CC(=O)NCCC2=CCCCC2)C(=O)N1CC3
→ ·	-0.2%[56.1 µM]	-24.8%
- O=C(O)CCCC(=O)Nc1ccc(C(=O)N2CCCCC2)c(Cl)c1
→ -14.6%	2.2%	-11.9%
- Cc1ncsc1CCOC(=O)C1C2CC3CC(C2)CC1C3 (stereo not given)
→ 12.0%	-1.2%	23.1µM*

# Continuation:
# Sequence of screens – N370S GC mod	TDP1 inh	TDP1 cell noCPT
- O=C(Cn1c(=O)oc2cc(S(=O)(=O)N3CCCCCC3)ccc21)NC1CCCCC1
→ 3.9%	-5.9%	-5.6%
- O=[N+]([O-])c1cc([N+](=O)[O-])c(Oc2cncc(Cl)c2)cc1NC1CCCCCCC1
→ 0.1%	·	14.6µM*
- O=C(NCC(=O)N1CCN(S(=O)(=O)c2ccccc2)CC1)c1ccc(Br)o1
→ -3.3%	·	-1.4%
- O=C(NC1CCN(S(=O)(=O)c2ccccc2)CC1)C1CCCCC1
→ 2.2%	7.7%	-15.8%
- O=C1CCCC=C1[C@H](CCc1ccccc1)OC(=O)c1ccc(Br)cc1
→ 5.9%[12.8 µM]	5.8%[21 µM]	·
- Cc1ccc2cc(C)c(SCC(=O)Nc3ccc(S(=O)(=O)N4CCCC4)cc3)nc2c1
→ 15.1%	·	?
- COc1cc(NC(=S)N2CCC(C(N)=O)CC2)cc(OC)c1
→ -6.2%	8.2%	6.1%
- CC(C)(C)CC(=O)Nc1cc(S(=O)(=O)N2CCCCCC2)ccc1Cl
→ 0.3%	2.7%	?
- CCC(=O)/C=C1\Sc2ccc(OC)cc2N1CC
→ 5.7%	4.2%	16.4µM*
- CCNc1ncc2nc(-c3cccs3)c(=O)n(CCC#N)c2n1
→ 18.7%	·	-12.7%
- COc1ccc(NC(=O)CN2CCC(NC(=O)c3ccc(OC)cc3)CC2)cc1
→ 1.4%	·	1.5%
- O=C(CNCC1CCCCC1)Nc1cccc(S(=O)(=O)N2CCOCC2)c1
→ -1.4%	·	?
- Cc1ccc(C(=O)CSc2nnc3c4ccccc4nc(C(C)(C)C)n23)cc1
→ 0.1%	0.0%	11.6µM*
- CCN(CC)CCCNC(=O)c1ccc2c(c1)NC(=O)C(CS(=O)(=O)Cc1ccc(F)cc1Cl)N2 (stereo not given)
→ ·	5.2%	-2.0%
- COc1ccc(Oc2cccc(Cl)c2CNC(=O)CC(C)(C)CC(=O)O)cc1
→ 23.1%	1.3%	-12.2%
- COc1ccc(Cl)cc1Nc1nc(N2CCCC2)nc(N2CCCC2)n1
→ -8.6%	4.2%	·
- Cc1cc2nc(CCN(C(=S)NCC3CCCO3)C3CCCC3)[nH]c2cc1C (stereo not given)
→ 3.8%	0.6%	?
- O=C1N(CCCN2C(=O)C3(OCCO3)c3ccccc32)c2ccccc2C12OCCO2
→ 9.9%	2.9%	?
- OCCCn1c(CCCNc2nc(-c3cccc(Br)c3)cs2)nc2cc(Cl)c(N3CCCCC3)cc21
→ -3.3%	·	16.4µM*
- COc1ccc(C(c2nnnn2C(C)(C)C)N2CCN(c3nc4ccccc4s3)CC2)cc1OC (stereo not given)
→ 9.2%	5.7%	1.7%
- Cc1cccc(-n2c(C)cc(C=C(C#N)C#N)c2C)c1
→ -5.7%	4.6%	?
- COc1ccc(S(=O)(=O)N(C)C[C@H]2Oc3c(NC(=O)Cc4ccccc4)cccc3C(=O)N([C@H](C)CO)C[C@@H]2C)cc1
→ ·	2.6%	-25.8%
- CC(C)CCNC(=O)CSc1nc2ccccc2nc1Cc1ccccc1
→ ·	5.4%	?
- O=C(N/N=C/c1cc(Br)cs1)C(O)c1ccccc1 (stereo not given)
→ -5.7%	·	-22.6%
- Cc1cccc(N2CCN(C(=O)c3cccc(NC4=NC5CS(=O)(=O)CC5S4)c3)CC2)c1C (stereo not given)
→ -5.7%	·	?
- Cc1ccccc1NC(=O)Cc1nc(COC(=O)c2ccccn2)cs1
→ 3.8%	·	-7.2%
- COc1ccccc1NC(=O)C1=C(C)Nc2nnnn2C1c1ccncc1 (stereo not given)
→ 7.4%	3.8%	?
- CCCOc1ccc(Cc2c(O)nc(SC)[nH]c2=O)cc1
→ -12.6%	·	-2.9%
- O=C(Cn1c(=O)n(Cc2ccccc2)c(=O)c2sc3ccccc3c21)Nc1ccccc1
→ ·	3.8%	?
- COC(=O)C(C)N(c1ccc(C)cc1)S(=O)(=O)c1c(C)[nH]c(=O)[nH]c1=O (stereo not given)
→ -4.4%	0.0%	-0.4%
- Cn1cc(-c2ccc(Cl)cc2)cc(C#N)c1=O
→ 13.4%	1.3%	-19.7%
- Cc1ccccc1NC(=S)N(C)Cc1cn(C)c2ccccc12
→ 4.2%	3.4%	?
- CC(=O)C1=C(C)N(Cc2ccccc2)C(=O)N[C@H]1c1ccco1
→ -3.6%[12.8 µM]	7.1%[12.3 µM]	11.7%
- CCOc1ccc(Cl)cc1CNCCCSc1nc(C)cc(C)n1
→ -6.5%	3.4%	?

# Random excerpt: 2 compounds from above.
# Sequence of screens – N370S GC mod	TDP1 inh	TDP1 cell noCPT
- CC(=O)C1=C(C)N(Cc2ccccc2)C(=O)N[C@H]1c1ccco1
→ -3.6%[12.8 µM]	7.1%[12.3 µM]	11.7%
- Cc1ccccc1NC(=S)N(C)Cc1cn(C)c2ccccc12
→ 4.2%	3.4%	?
